# Screens from PubChem.
# GAA inhib = alpha-glucosidase (human) inhibition; Potency, µM (series often up to 76.9 µM), inactives show top-dose activity change, negative = inhibition, usual class: inhibitors; purified human GAA, 4-MU-alpha-glucoside fluorescence; hit rate 0.005% among 200,000;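 further: plate controls were uninhibited enzyme wells for no effect and no-enzyme background for full effect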
#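 Enzyme (4 nM final) mixed with compound (up to 77 uM), then 4-MU-alpha-D-pyranoside (400 uM final) added; 20 min at room temperature, pH 5.0. Reaction stopped at pH 10, fluorescence read, AC50 derived by Hill fit.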
# TexasRed fluor = Texas Red fluorescence interference in TRb-SRC2 counter-screen | TRb/SRC2 Texas Red total fluorescence interference | Potency, µM (series often up to 106 µM), for the others: at the top dose fluorescence change, negative = quenching | hit rate 0.29% among 280,000; active means well fitted curve in either direction with a large enough effect; inconclusive means small, poorly fitted or top-dose-only effect
#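 Human TRb ligand-binding domain at 0.6 uM with 20 nM Texas Red SRC2 peptide in Tris buffer containing 1 uM T3 and 5% DMSO, incubated with compound 5 h at ambient temperature. Total fluorescence (555/632 nm) calculated as parallel + 2 × perpendicular.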
# L3MBTL1 block = inhibitors of human L3MBTL1; AID 485360; hit rate 0.66% among 230,000; Q9Y468; AlphaScreen L3MBTL1–H3K9me1 peptide binding; Potency, µM (highest dose often 57.1 µM), without a hit: at the highest dose activity, negative = inhibition, hits mostly inhibitors; further: nearly all actives have a fitted effect of over 60% in size
#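 Read-out is AlphaScreen signal from streptavidin donor and nickel chelate acceptor beads (10 ug/mL final each) bridging L3MBTL1 (50 nM) and biotinylated K9-monomethylated H3(1-15) peptide (75 nM), after 30 min compound exposure at room temperature.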
# GoLoco inh red = inhibitors of human Gai1-RGS12 GoLoco interaction (red fluorophore) | P63096 | Gai1:RGS12 GoLoco peptide FP, rhodamine, 10 min | Potency, µM (highest dose often 61.6 µM), inactives show at the top dose activity, negative = inhibition, usual class: inhibitors | hit rate 0.44% among 230,000 | AID 880; active means well fitted inhibition curve with a large enough effect, not every such curve was filed as active; inactive means no such curve, though single readings can be large or run the other way; further: nearly all actives have a fitted effect of over 30% in size; many of its hits are not listed in these tables
# Target sequence (P63096 whole entry, looked up): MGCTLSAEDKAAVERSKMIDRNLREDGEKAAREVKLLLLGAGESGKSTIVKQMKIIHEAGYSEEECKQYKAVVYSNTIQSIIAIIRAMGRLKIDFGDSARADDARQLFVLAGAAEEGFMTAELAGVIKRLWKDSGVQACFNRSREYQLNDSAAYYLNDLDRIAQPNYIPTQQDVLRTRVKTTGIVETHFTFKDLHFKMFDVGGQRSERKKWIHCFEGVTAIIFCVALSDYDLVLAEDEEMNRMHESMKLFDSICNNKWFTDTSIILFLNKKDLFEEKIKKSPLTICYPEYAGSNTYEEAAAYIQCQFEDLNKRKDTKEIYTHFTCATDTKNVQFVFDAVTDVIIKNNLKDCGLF
# GAA glycogen mod = GAA glycogen-cleavage inhibition or activation. recombinant GAA, glycogen substrate, Amplex Red glucose oxidase fluorescence. P10253. hit rate 0.38% among 300,000. Potency, µM (doses to about 76.4 µM), for inactives: at the highest dose activity change, negative = inhibition, actives largely listed as inhibitors. AID 2100;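 further: 0% = full enzyme reaction and -100% = no-enzyme basal signal; the screen sought inhibitors and activators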
#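 Natural-substrate format: glycogen cleavage by 4 nM human enzyme, glucose read by Amplex Red coupling (Ex 573, Em 610 nm). Normalized to enzyme and no-enzyme controls.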
# aGlu spleen mod = inhibits or activates alpha-glucosidase in human spleen homogenate. AID 2112. human spleen homogenate, 4-MU-alpha-glucoside fluorescence. Potency, µM (series often up to 79.9 µM), inactives show at the highest dose activity change, negative = inhibition, most hits filed as inhibitors. hit rate 0.006% among 240,000. P10253;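 further: 0% = enzyme with vehicle and -100% = no enzyme basal signal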
#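 AC50 values come from Hill-equation fits of concentration-response data, normalized to no-enzyme and full-activity controls. Enzyme source: 1 ug human spleen homogenate; 1 mM fluorogenic 4-MU glucoside, pH 5.0 citrate buffer, 37 C, 40 min.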
# RECQ1 helicase = inhibitors of human RECQ1 DNA helicase; Potency, µM (doses to about 57.3 µM), for inactives: top-dose activity, negative = inhibition, hits mostly inhibitors; AID 2549; RECQ1 DNA unwinding, red fluorescence kinetic read; hit rate 0.54% among 240,000;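 further: plate controls were vehicle for no effect and no enzyme for full effect; nearly all actives have a fitted effect of over 30% in size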
# Target sequence (P46063 whole entry, looked up): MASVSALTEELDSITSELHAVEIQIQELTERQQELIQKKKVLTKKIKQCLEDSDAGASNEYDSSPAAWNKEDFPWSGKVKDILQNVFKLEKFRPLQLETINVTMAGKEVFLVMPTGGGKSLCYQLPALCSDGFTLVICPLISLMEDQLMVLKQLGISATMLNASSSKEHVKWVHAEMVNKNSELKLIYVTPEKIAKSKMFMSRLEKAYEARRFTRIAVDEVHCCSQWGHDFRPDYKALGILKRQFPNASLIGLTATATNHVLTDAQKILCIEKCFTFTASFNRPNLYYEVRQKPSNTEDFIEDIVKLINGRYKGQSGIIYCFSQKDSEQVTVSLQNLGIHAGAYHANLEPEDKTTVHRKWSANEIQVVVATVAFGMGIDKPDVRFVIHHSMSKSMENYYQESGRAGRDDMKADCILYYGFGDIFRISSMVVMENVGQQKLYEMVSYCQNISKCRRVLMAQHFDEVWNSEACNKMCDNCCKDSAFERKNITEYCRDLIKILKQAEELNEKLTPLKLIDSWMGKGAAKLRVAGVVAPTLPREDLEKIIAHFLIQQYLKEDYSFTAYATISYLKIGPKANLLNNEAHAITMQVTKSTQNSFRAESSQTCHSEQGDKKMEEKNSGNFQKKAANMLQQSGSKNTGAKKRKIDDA
#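 RECQ1T1 50 nM; forked duplex (20 bp + 30-nt ss tails) 200 nM, ATP 2 mM final; pH 8.0, 2 mM MgCl2, 2.5 ug/ml poly(dI-dC); 15 min compound preincubation; discontinuous kinetic read over 2 h at RT.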
# TRb-SRC2 inh = disrupts binding of human TR beta to SRC2. P10828. TRbeta-SRC2 peptide binding, fluorescence polarization; receptor liganded with 1 µM T3. Potency, µM (highest dose often 106 µM), for the others: at the top dose activity change, negative = inhibition, usual class: inhibitors. hit rate 0.065% among 280,000;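 further: plate controls were bound peptide for no effect and peptide without receptor for full effect; nearly all actives have a fitted effect of over 50% in size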
#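 Assay buffer: 20 mM Tris-HCl, 100 mM NaCl, 10% glycerol, 1 mM EDTA, 0.01% NP-40, 1 mM DTT, 1 uM T3, 5% DMSO; TRb LBD 0.6 uM, Texas Red SRC2 20 nM; FP after 5 hr.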
# An asterisk follows results filed as active; i = inactive; ? = inconclusive; nt = no result given; & = joins results of further samples; [ ] = another dose, or the depositor's remark. Unless noted, the call rests on the fitted dose curve; in most records, active means well fitted curve in the direction sought with a large enough effect; inconclusive means small, poorly fitted or top-dose-only effect, or another doubt; inactive means no such curve, though single readings can be large; an effect the other way counts as inactive or inconclusive. Unless noted, on the % scale 0 is the no-effect control and ±100 the full control effect; potency means the concentration at half of the fitted maximal effect. Not all compounds are listed; rates above refer to the full screens.
Compound | GAA inhib | TexasRed fluor | L3MBTL1 block | GoLoco inh red | GAA glycogen mod | aGlu spleen mod | RECQ1 helicase | TRb-SRC2 inh
O=C(NCc1cccnc1)c1ccccn1 | 6.4% | -0.7% | 2.2% | -3.9% | 3.0% | -3.8% | 11.0% | 6.5%
Cc1ccc2nc(C3CCCN(C(=S)Nc4cccc(C)c4C)C3)[nH]c2c1 (stereo not drawn) | 4.0% | -2.3% | -9.0% | 1.2% | -4.3% | -11.8% | -0.2% | -10.4%
CN1CCN(NC(=O)CN(C)S(=O)(=O)c2cc(Cl)ccc2Cl)CC1 | 2.1% | 0.0% | 8.5% | 11.6% | -10.9% | -1.8% | i | 2.7%
Cc1ccc(NS(=O)(=O)c2cc3c4c(cccc4c2)C(=O)NC3=O)cc1C | -1.4% | -1.3% | 9.5% | -24.5% | -0.5% | -1.7% | i | 6.0%
Cc1ccc(NCC(O)C(O)C(O)CO)c(N=Nc2ccccc2)c1C (stereo not drawn) | nt | -1.4% | nt | 6.2% | ? | -1.9% | i | 1.7%
COc1ccc(OC)c(CCNC(=O)CS(=O)(=O)Cc2nc(-c3ccc(C)cc3)oc2C)c1 | -7.9% | -6.9% | 1.7% | 10.3% | -29.5% | -1.7% | -6.3% | -1.6%
Cc1cc2nc3ccc(=[N+](C)C)cc-3sc2cc1N | nt | 44.7µM*[fluorescent] | -37.8% | -32.3% | ? | -1.3% | 15.8µM* | 7.94µM*
C/C(=N/NC(=O)CNc1ccc(C)cc1)c1ccc(Cl)cc1 | 1.0% | -4.2% | -12.3% | 7.7% | -29.3% | 5.6% | -4.5% | -19.5%
COc1cc(SC)ccc1C(=O)N1CCC(Cc2ccccc2)CC1 | nt | 0.7% | nt | nt | nt | -2.9% | -10.6% | 8.1%
O=C(CCNS(=O)(=O)c1ccc(Br)s1)NCc1ccc2c(c1)OCO2 | -5.4% | 0.1% | nt | 2.6% | 5.5% | 1.5% | -3.7% | -0.6%
O=C(CN(C(=O)CCNC(=O)c1ccco1)c1ccccc1)NC1CCCC1 | 1.1% | -1.8% | -8.6% | -14.6% | -6.4% | -3.7% | 11.4% | -1.4%
COC(=O)c1ccc(N2CCN(S(=O)(=O)c3ccc(Br)cc3)CC2)c([N+](=O)[O-])c1 | -11.3% | -0.1% | -9.8% | -3.7% | -3.0% | -2.7% | -0.3% | 4.6%
COc1ccc(Cl)cc1NC(=O)CSc1nnc(Cn2c(=O)sc3ccccc32)n1C | 4.1% | -4.6% | 1.7% | 8.2% | 2.2% | 0.0% | -5.7% | -1.6%
C(=C\c1ccccc1)/C=N/n1cnnc1 | 2.0% | -4.4% | -3.0% | 0.3% | 1.0% | -7.7% | -4.3% | 2.2%
CCNC(=O)CC(=O)Nc1ccccc1C(=O)O | -5.0% | 1.5% | 1.6% | -0.2% | 2.6% | -1.2% | -9.2% | -6.3%
O=C(NCCO)c1ccc(CSc2nc3ccccc3[nH]2)cc1 | -6.9% | 0.1% | 5.7% | 0.2% | 0.6% | 8.4% | -6.5% | -4.7%
COC(=O)c1cc(Br)c(=O)n(Cc2ccc3c(c2)OCO3)c1 | 1.3% | 1.3% | -5.8% | 9.2% | -2.0% | -2.8% | -12.8% | 3.4%
COC(=O)c1ccc(COc2ccc(-c3nnn(CC(N)=O)n3)cc2)cc1 | 3.5% | -3.3% | nt | 26.5% | 9.2% | 1.9% | -2.7% | -1.2%
Cc1cc(C)c(C#N)c(SCC(=O)Nc2ccccc2)n1 | 5.8% | 0.1% | 16.7% | -12.7% | -7.7% | 3.1% | -8.3% | -3.3%
CCN(NC(=O)C(O)(c1ccc(F)cc1)c1ccc(F)cc1)C(=O)c1ccccc1 | 1.7% | -19.0% | 12.4% | 2.5% | -4.8% | -16.0% | -2.8% | -3.8%
COc1nc(NS(=O)(=O)c2ccc(C)cc2)nc(C)c1Cl | 4.5% | 0.2% | 14.1%[11.4 µM] | 2.5% | 4.0% | -2.6% | -0.7% | -0.2%
O=C(Nc1ccccc1)N(C1=NCCC1)c1ccccc1 | nt | -0.1% | 5.5% | 1.2% | -3.6% | 4.6% | -0.9% | 5.3%
S=C(NCCc1ccccc1)Nc1ccccc1Cl | -13.9% | 0.6% | -0.2% | -15.0% | -8.3% | -6.2% | -11.5% | 1.3%
CCOc1ccccc1NC(=O)C1CCCN(S(=O)(=O)c2ccc(OC)c(C)c2)C1 (stereo not drawn) | -7.1% | 1.1% | 3.3% | 4.9% | -9.4% | -2.0% | -4.7% | 1.3%
NS(=O)(=O)c1ccc(Nc2nc(-c3ccc(O)cc3)cs2)cc1 | -3.3% | ? | nt | -6.6% | -10.8% | -6.2% | -22.1% | 12.3%
CCOc1ccc(C)cc1S(=O)(=O)N1CCCCC1 | -3.2% | -1.0% | 4.8%[11.4 µM] | 4.8% | 2.7% | -13.7% | -1.2% | -2.5%
Cc1cc(C)c2c(-n3cccc3)c(C(=O)NNS(=O)(=O)c3ccc(Br)cc3)sc2n1 | -5.2% | 0.6% | -6.6% | 3.6% | 17.8µM* | -5.7% | -1.1% | 1.8%
C#CCn1c(=NC(=O)CN2C(=O)CCC2=O)sc2cccc(OC)c21 | nt | -0.9% | 0.1% | 8.7% | 0.4% | -0.6% | -2.8% | 0.1%
CCOC(=O)C1C(=O)NC(SCC(=O)Nc2nccs2)=C(C#N)C1c1ccccc1OCC (stereo not drawn) | ? | -3.1% | -2.1% | 19.1% | -7.2% | -7.7% | -2.4% | 8.9%
C/C(=N\Nc1nc(N)cc(Cl)n1)c1cccc(N)c1 | 2.7% | -3.4% | -2.2% | 7.2% | 6.7% | -5.1% | -8.8% | -3.1%
CCOC(=O)c1sc(NC(=O)COC(=O)C(CCSC)NC(C)=O)nc1C (stereo not drawn) | 3.7% | -1.2% | -6.8% | 9.7% | 0.4% | -2.3% | -3.3% | -6.8%
CCCn1c(SCC(=O)Nc2ccccc2Cl)n[nH]c1=O | nt | -1.3% | nt | -1.5% | -8.2% | 2.6% | i | 2.0%
Cc1cccc(-c2nsc(SCC(=O)Nc3cc(C)on3)n2)c1 | -5.8% | -3.2% | -1.5% | -0.8% | -4.3% | -21.1% | 5.1% | -6.7%
COc1ccc(CNC(=O)C2CCC(=O)N2C(C)C)c(OC)c1 (stereo not drawn) | nt | 0.3% | -0.8% | -1.4% | -5.9% | -1.5% | -2.5% | 3.2%
CCc1ccc(-n2c(C)cc(/C=N/NC(=O)c3ccncc3)c2C)cc1 | -3.7% | -2.7% | -27.0% | 45.7%[activator] | -1.4% | 3.0% | i | 4.3%
CCCCCn1c(Br)nc2c1c(=O)n(CC(N)=O)c(=O)n2C | -5.8% | -1.4% | -5.2% | 1.5% | -9.1% | 3.8% | -0.7% | -1.1%
CCCCNC(=O)/C(C#N)=C/c1ccc(F)cc1F | 3.7% | 0.4% | 15.8% | 0.9% | 1.8% | 1.5% | -1.9% | -6.7%
CCCn1c2c(c(=N)c3c1CCC3)CCC2 | nt | 1.4% | -9.6% | -38.0% | 1.5% | -1.7% | 10.8% | 1.2%
Cc1ccc2c(N)[nH]nc2n1 | 7.9% | 0.3% | 20.9% | 19.3% | ? | -1.1% | i | -11.7%
Cc1cccc(NS(=O)(=O)c2cccc([N+](=O)[O-])c2)n1 | 11.3% | -1.5% | -1.0% | 7.5% | 17.4% | -4.1% | 9.9% | -5.6%
COc1ccc(-c2c(C(F)(F)F)nn(C)c2NC(C)=O)cc1 | nt | -0.8% | nt | -4.3% | 8.8% | 6.5% | 18.6% | -2.3%
CC1=CC(C)(C)n2c(O)c(N=NC(N)=S)c3c(C)ccc1c32 | 1.1% | -6.8% | -9.7% | nt | -6.1% | -19.3% | -19.3% | 4.6%
C=CCNc1nc(Cl)nc(Nc2ccc(OC)cc2OC)n1 | ? | -2.4% | 0.2% | 6.8% | 21.3% | -8.3% | 14.2% | 2.3%
COc1ccccc1OCc1cc(-c2ccccc2)no1 | -12.2% | -1.5% | 51.0%[activator] | 9.9% | 0.0% | nt | -2.7% | -5.2%
CCc1ccc(OCCNC(=O)c2cc(SC)ccc2Cl)cc1 | -10.9% | 2.6% | 21.8% | 11.8% | -12.6% | -1.2% | -8.3% | -4.2%
CC(C)OP(=O)(c1ccc(N(C)C)cc1)C(Nc1ccccc1)c1cccnc1 (stereo not drawn) | -3.3% | -1.8% | -3.4% | 3.3% | 4.4% | -7.0% | -9.2% | 2.7%
CCCC(Oc1ccc(Br)cc1)c1nc2c3cc(OC)c(OC)cc3nc(=S)n2[nH]1 (stereo not drawn) | -0.6% | -2.7% | nt | 3.8% | -6.7% | -5.7% | -4.3% | -0.1%
N=C(CC(O)COc1ccccc1-c1ccccc1)N1CCCCC1 (stereo not drawn) | nt | -1.3%&0.8% | nt | 3.2% | nt | 1.6%&-6.0% | -18.6%&-14.6% | -4.3%&-0.3%
Cc1ccc(-c2nc(N3CCOCC3)sc2C(=O)N2CCOCC2)cc1 | -1.2% | -1.7% | -9.6% | -7.0% | -7.9% | -2.3% | -11.7% | 3.2%
Cc1nc(-c2cc(C#N)c(Sc3cccc(C(F)(F)F)c3)nc2C)cs1 | nt | -3.3% | 12.6% | 6.1% | 1.0% | -8.3% | -1.1% | 3.1%
O=[N+]([O-])c1cccc(-c2nnc3ccccn23)c1 | nt | 4.1% | nt | -8.9% | 3.7% | 0.7% | -8.1% | 8.4%
O=C(CC(=O)Nc1nc(C23CC4CC(CC(C4)C2)C3)cs1)NCCO | nt | -0.9% | -11.8% | -3.5% | 5.6% | 3.0% | 7.1% | -6.8%
CC(C(=O)Nc1ccc(S(=O)(=O)N2CCCC2)cc1)N1CCN(C(=O)c2ccco2)CC1 (stereo not drawn) | ? | -3.4% | nt | -3.1% | 3.0% | 5.3% | -18.4% | -17.1%

# Quoted from the listing for reference:
Compound | GAA inhib | TexasRed fluor | L3MBTL1 block | GoLoco inh red | GAA glycogen mod | aGlu spleen mod | RECQ1 helicase | TRb-SRC2 inh
O=C(CC(=O)Nc1nc(C23CC4CC(CC(C4)C2)C3)cs1)NCCO | nt | -0.9% | -11.8% | -3.5% | 5.6% | 3.0% | 7.1% | -6.8%
CC(C(=O)Nc1ccc(S(=O)(=O)N2CCCC2)cc1)N1CCN(C(=O)c2ccco2)CC1 (stereo not drawn) | ? | -3.4% | nt | -3.1% | 3.0% | 5.3% | -18.4% | -17.1%
